PKM2 activator: activators of human pyruvate kinase M2. P14618. purified PKM2, Kinase-Glo ATP luminescence, activation; response scale: 0% is enzyme alone, no compound. Potency, µM (top dose mostly 57.5 µM), inactives show top-dose activation, usual class: activators. 260,000 tested, 0.34% active; further: potency means the concentration at half of the fitted maximal effect; on the % scale 0 is the no-effect control and ±100 the full control effect; nearly all actives have a fitted effect of over 55% in size
Target sequence (P14618 whole entry, looked up): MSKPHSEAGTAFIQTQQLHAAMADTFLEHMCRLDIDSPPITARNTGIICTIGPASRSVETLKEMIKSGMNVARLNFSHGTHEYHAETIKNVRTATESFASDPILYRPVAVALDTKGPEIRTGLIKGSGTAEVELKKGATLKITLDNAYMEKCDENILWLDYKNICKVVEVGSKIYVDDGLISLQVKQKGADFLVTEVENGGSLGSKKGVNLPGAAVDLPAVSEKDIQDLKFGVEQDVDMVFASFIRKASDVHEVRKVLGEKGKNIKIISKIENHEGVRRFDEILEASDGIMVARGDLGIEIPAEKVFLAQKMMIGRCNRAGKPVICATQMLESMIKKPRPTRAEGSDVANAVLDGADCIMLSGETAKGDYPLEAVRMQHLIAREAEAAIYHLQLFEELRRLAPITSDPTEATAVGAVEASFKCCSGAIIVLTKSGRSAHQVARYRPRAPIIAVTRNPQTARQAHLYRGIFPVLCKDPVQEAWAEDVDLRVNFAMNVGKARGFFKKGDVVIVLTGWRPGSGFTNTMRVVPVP
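Purified hPK-M2 (>95% pure) converted ADP (0.1 mM final) to ATP with 0.5 mM PEP in 50 mM imidazole pH7.2, KCl, MgCl2, Tween 20, BSA; 1 h at room temperature. ATP detected by Kinase-Glo luminescence.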
RORgamma inh: inhibitors of mouse ROR gamma transcriptional activity | Drosophila S2 Gal4-RORgamma UAS-luciferase reporter, 20 h | Potency, µM (highest dose often 53.6 µM), without a hit: at the highest dose activity change, negative = inhibition, usual class: inhibitors | 310,000 tested, 5.4% active | AID 2551; further: potency means the concentration at half of the fitted maximal effect; on the % scale 0 is the no-effect control and ±100 the full control effect; nearly all actives have a fitted effect of over 60% in size
Target sequence (P51450 whole entry, looked up, the tested form may be a part): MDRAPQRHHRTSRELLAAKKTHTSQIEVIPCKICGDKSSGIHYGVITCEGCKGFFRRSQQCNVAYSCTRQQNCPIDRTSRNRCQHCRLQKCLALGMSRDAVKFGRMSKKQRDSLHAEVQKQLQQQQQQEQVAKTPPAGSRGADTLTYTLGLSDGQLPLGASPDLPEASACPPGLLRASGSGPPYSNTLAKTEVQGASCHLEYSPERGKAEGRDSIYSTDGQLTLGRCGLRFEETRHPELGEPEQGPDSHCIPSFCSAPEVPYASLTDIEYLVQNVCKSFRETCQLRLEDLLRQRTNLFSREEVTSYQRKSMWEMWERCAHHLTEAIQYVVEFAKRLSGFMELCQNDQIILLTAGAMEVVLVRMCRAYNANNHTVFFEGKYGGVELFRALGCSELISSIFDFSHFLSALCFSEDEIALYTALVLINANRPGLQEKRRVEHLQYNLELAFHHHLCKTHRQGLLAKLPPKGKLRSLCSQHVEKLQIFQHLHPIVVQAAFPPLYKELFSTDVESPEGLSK
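Stable Schneider cell line, Gal4 DNA-binding domain fused to ROR gamma, UAS-luciferase. Cmpd 1 hr RT → CuSO4 700 uM final → 20 hr RT → luciferase reagent 10 min → luminescence.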
ELG1 genotoxic: induces genotoxicity in HEK293T cells with luciferase-tagged ELG1; 330,000 tested, 1.3% active; HEK293T ELG1-luciferase reporter, luminescence, 16 h; Potency, µM (series often up to 46 µM), for the others: at the top dose activity change, positive = activation, usual class: activators; further: potency means the concentration at half of the fitted maximal effect; % of control where 0% means no effect; nearly all actives have a fitted effect of over 60% in size
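Cells (2,000/well) expressing the ELG1-luciferase fusion are dosed by pin tool and kept 16 hr at 37 °C, 5% CO2. Signal comes from ONE-Glo luciferase reagent after 30 min at room temperature.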
Menin MLL FP TR: displaces Texas Red mutant MLL peptide from human menin; Menin + Texas Red MLL mutant peptide, fluorescence polarization; Potency, µM (titrated, usually from 61.6 µM), inactives show top-dose FP activity change, negative = inhibition, most hits filed as inhibitors; 270,000 tested, 0.23% active; active means well fitted inhibition curve with a large enough effect in the polarisation, with a control signal flat, not every such curve was filed as active; inconclusive means small, poorly fitted or top-dose-only effect, or effect the other way, or a change in a side signal; inactive means no such curve, though single readings can be large or run the other way; the % refers to the polarisation; further: potency means the concentration at half of the fitted maximal effect; % of control where 0% means no effect; many of its hits are not listed in these tables
Rab9 promoter act: activators of Rab9 promoter; Huh7 Rab9 promoter-luciferase reporter, luminescence, 24 h; Potency, µM (highest dose often 9.22 µM), without a hit: at the highest dose activation, negative = inhibition, actives largely listed as activators; 320,000 tested, 2.8% active; AID 485297; further: potency means the concentration at half of the fitted maximal effect; % of control where 0% means no effect; nearly all actives have a fitted effect of over 60% in size
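Measured in stably transfected Huh7 cells bearing a Rab9 promoter–luciferase construct: 24 h compound treatment at 37 °C, followed by luminescence detection.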
NPC1 promoter act: activates the NPC1 promoter; Huh7 NPC1 promoter luciferase reporter, 24 h; Potency, µM (titrated, usually from 9.22 µM), inactives show at the highest dose activation, usual class: activators; 320,000 tested, 2.4% active;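 further: potency means the concentration at half of the fitted maximal effect; % of control where 0% means no effect; nearly all actives have a fitted effect of over 60% in size; reporter is driven by a mutant NPC1 promoter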
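NPC1 promoter–luciferase Huh7 cells; 24 h compound; luminescence.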
BRCA1 expr up: BRCA1 expression activation | MCF7-BRCA1-FFLuc reporter, luminescence, 48 h; response scale: scaled: vehicle 0%, 10 µM genistein 100% | Potency, µM (titrated, usually from 46.1 µM), without a hit: at the highest dose activation, usual class: activators | 380,000 tested, 1.1% active; further: potency means the concentration at half of the fitted maximal effect; nearly all actives have a fitted effect of over 80% in size; some results filed as inactive show a strong effect at the top dose
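MCF7-BRCA1-FFLuc cells, 2000/well in phenol-red-free MEM, attached 2 h then treated 48 h at 37 C. Luciferase luminescence read 15 min after reagent; normalized to genistein maximum activation (10microM) and DMSO, concentration-response fitted.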
p53 reactivation: restores transcriptional activity of mutant p53 | H1299 p53-A138V BP100-luciferase reporter, luminescence, 24 h | 320,000 tested, 0.063% active | Potency, µM (highest dose often 92.2 µM), for the others: at the highest dose activity change, positive = activation, most hits filed as activators | AID 504706; further: potency means the concentration at half of the fitted maximal effect; % of control where 0% means no effect; nearly all actives have a fitted effect of over 45% in size
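H1299 (p53-null), stable ts p53-A138V + BP100-Luc; 1000 cells/well, Opti-MEM/10% FBS; cpd 4 pt, 1:5; 24 h, 37 deg C, 5% CO2; detection reagent 10 min RT; luminescence.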
FLuc modulator: inhibits or activates purified firefly luciferase, miR-21 counter-screen; 360,000 tested, 6.9% active; purified FLuc, Km substrates, luminescence inhibition; P08659; Potency, µM (top dose mostly 57.5 µM), inactives show at the highest dose activity change, negative = inhibition, usual class: inhibitors;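 further: potency means the concentration at half of the fitted maximal effect; plate controls were vehicle for no effect and reference inhibitor for full effect; nearly all actives have a fitted effect of over 55% in size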
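Biochemical qHTS of compounds, final roughly 60 µM downward over six points, against 10 nM purified firefly luciferase using Km concentrations of substrates (10 uM D-luciferin, 10 uM ATP) in Tris acetate pH 7.5 buffer; luminescence output.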
Gal4-VP16 FLuc: Gal4-VP16 reporter inhibition counter-screen | Drosophila S2 Gal4-VP16 UAS-luciferase, luminescence, 20 h | Potency, µM (top dose mostly 53.6 µM), without a hit: at the highest dose activity, negative = inhibition, actives largely listed as inhibitors | 310,000 tested, 3.5% active | AID 2546;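 further: Gal4-VP16 expression switched on by copper sulfate through the metallothionein promoter; potency means the concentration at half of the fitted maximal effect; on the % scale 0 is the no-effect control and ±100 the full control effect; nearly all actives have a fitted effect of over 50% in size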
Giardia kill: Giardia lamblia killing; Giardia lamblia trophozoite viability; activity change, % at 7.66 µM, hits read low; 340,000 tested, 0.15% active; AID 540267; in the data active means activity change below about -80%; inconclusive means between about -30% and that limit;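 further: parasites exposed to compound for two days anaerobically before the ATP read; on the % scale 0 is the no-effect control and ±100 the full control effect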
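Compounds were tested on trophozoites seeded at 100 cells/well and held 48 hrs at 37 deg C anaerobically. An ATP-based luminescent kit measured the remaining live cells.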
* marks the source's active call; other numbers are inactive results; ? = inconclusive; · = no result given; & = joins results of further samples; [ ] = remark or other dose. Unless noted, the call rests on the fitted dose curve; in most records, active means well fitted curve in the direction sought with a large enough effect; inconclusive means small, poorly fitted or top-dose-only effect, or another doubt; inactive means no such curve, though single readings can be large; an effect the other way counts as inactive or inconclusive.

SMILES | PKM2 activator | RORgamma inh | ELG1 genotoxic | Menin MLL FP TR | Rab9 promoter act | NPC1 promoter act | BRCA1 expr up | p53 reactivation | FLuc modulator | Gal4-VP16 FLuc | Giardia kill
CNc1cc(F)nc(F)n1 | 1% | -2% | 1% | -13% | -6% | -4% | 0% | -3% | 0% | -4% | 18
CCCN1CCN(C(=O)c2cn(CC(C)C)c(=O)c3cc(OC)c(OC)cc23)CC1 | 3% | 18% | 1% | -1% | 2% | -2% | 5% | 0% | 2% | 8% | 10
CCc1cccc(C)c1NC(=O)CC1Oc2ccc(C)cc2NC1=O (centres undefined) | · | 17% | 15% | 26% | 3% | -1% | -1% | -4% | 1%&2% | 4% | 12
COc1ccc(NC(=S)N2CCCN(Cc3cc(C)ccc3C)C2)cc1 | -23% | ? | -1% | 14% | 1% | 2% | -16% | 8% | -6% | 5% | -7
CC(C)CCSc1nc(N)c(C#N)cc1C#N | -7% | ? | -6% | 7% | -2% | 1% | 22% | -12% | 3% | ? | -17
Cc1cc(C)c(Cn2c3ccccc3c3cnn(CC(=O)NCc4ccccn4)c(=O)c32)c(C)c1 | · | 3% | -1%[9.26 µM] | -22% | 3% | -6% | -61% | -8% | 1%&0% | -10% | 6
COc1ccc(NC(=O)CCc2ccccc2)cc1S(=O)(=O)N1CCCCC1 | · | · | 1% | · | -15% | -2% | -25% | -6% | 0% | · | -20
CN1C(=O)CSC1=S | -2% | -11% | 3% | -5% | -1% | 0% | 22% | · | 0% | -3% | -5
O=C(O/N=C/c1ccc(Cl)cc1)C1CCCCC1 | · | 2% | -2% | -4% | 1% | 1% | -8% | -4% | 2.7µM* | -4% | 9
O=[N+]([O-])c1ccc(NCCCNS(=O)(=O)c2ccccc2)cc1 | 21% | 45% | -12% | 9% | 0% | -6% | 2% | -8% | 0% | 6%[10 µM] | -6
Cc1onc(-c2ccccc2Cl)c1C(=O)Nc1ccccc1N1CCOCC1 | 1% | 14% | -5% | 12% | 7% | 1% | -22% | -4% | 3% | 3% | 12
COc1nc(C#N)nc(N(C)C)n1 | 10% | -4% | -2% | -2% | -3% | -2% | 4%&-11% | 1% | -2% | 10% | -1&-17
O=C(c1cc(COc2ccc(F)cc2Cl)on1)N1CCCC(OCc2cccnc2)C1 (centres undefined) | -1% | 93% | -10% | -28% | 16% | 0% | 11% | -2% | ? | -19% | 12
C=CCn1c(=O)c(C(=O)Nc2ccccc2OC)c(O)c2ccccc21 | -3% | 0% | 0% | 0% | -6% | 6% | · | -12% | ? | -10% | ·
COCCCn1cnc2c(c1=O)c1nc3ccccc3nc1n2CCc1ccccc1 | -14% | -14% | -4% | 11% | 0% | 1% | -12% | 2% | 5% | -6% | -4
O=C(CCN1C(=O)/C(=C/c2ccccc2F)SC1=S)Nc1ccccn1 | 0% | -2% | 0% | ? | 0% | -1% | -1% | -1% | -11% | 1% | -8
O=C(Nc1ccncc1)C1CCN(S(=O)(=O)c2cccc(C(F)(F)F)c2)CC1 | · | · | -3% | · | -5% | -2% | 0% | 3% | -1% | · | -5
O=C(NCCCN1CCCC1=O)c1ccc(OC(F)(F)F)cc1 | 1% | 11% | 5% | 2% | 11% | 5% | -4% | 0% | -3% | -6% | -10
COc1ccccc1C(=O)NCCn1cc(SCC(=O)NCc2ccco2)c2ccccc21 | 0% | -19% | -10% | -9% | -2% | 1% | 33% | -1% | -3% | 1% | 12
CSc1ccccc1NC(=O)c1ccc(C)o1 | -2% | 5% | 7% | 1% | 2% | -8% | 34% | 14% | -9% | -5% | -12
O=C(C[n+]1ccc(/C=C/c2ccccc2)cc1)c1ccc2c(c1)OCCO2 | -2% | 33% | -12% | · | -11% | -4% | -32% | 5% | 0% | 0% | -3
CC(C)CCNC(=O)COc1ccc(C(=O)c2ccccc2)cc1 | 0% | ? | -11% | -9% | -2% | -8% | -18% | -3% | 2% | -20% | 15
CCOC(=O)C(=O)N(Nc1ccccc1C)c1ccccc1C | -11% | 2.8µM* | -1% | -20% | -7% | -3% | 16% | 3% | 0% | ? | 9
COc1cc(/C=N/Nc2ccc(Cl)nn2)cc(OC)c1O | · | -28% | 4% | 17% | 7% | 0% | -10% | -3% | 13µM* | -4% | 24
Cc1nnc2sc(SCC(=O)Nc3ccc(Cl)cc3)nn2c1=O | 4% | -19% | -2% | 8% | 4% | -1% | -30% | -3% | -2% | -12% | 17

Reprinted from the part before: 3 entries; new compounds follow.
SMILES | PKM2 activator | RORgamma inh | ELG1 genotoxic | Menin MLL FP TR | Rab9 promoter act | NPC1 promoter act | BRCA1 expr up | p53 reactivation | FLuc modulator | Gal4-VP16 FLuc | Giardia kill
CCOC(=O)C(=O)N(Nc1ccccc1C)c1ccccc1C | -11% | 2.8µM* | -1% | -20% | -7% | -3% | 16% | 3% | 0% | ? | 9
COc1cc(/C=N/Nc2ccc(Cl)nn2)cc(OC)c1O | · | -28% | 4% | 17% | 7% | 0% | -10% | -3% | 13µM* | -4% | 24
Cc1nnc2sc(SCC(=O)Nc3ccc(Cl)cc3)nn2c1=O | 4% | -19% | -2% | 8% | 4% | -1% | -30% | -3% | -2% | -12% | 17
c1ccc(CCCCN2CCN=C2Nc2ccccc2)cc1 | · | · | -3% | · | -8% | 3% | -16% | -6% | 0% | · | -14
Cc1ccc(S[C@@H](CCN2CC[C@H](C)CCC2=O)c2ccccc2)cc1 | -5% | ? | 0% | -14% | -2% | -1% | -14% | 7% | -1% | -7% | 5
CCCCc1nc(Cl)c(C#N)c2c1CCC2 | -3% | 31% | -7% | · | -3% | -5% | -1% | -1% | -1% | 4% | 8
CC(=O)N/C(=C/c1ccc(OS(=O)(=O)c2ccc(C)cc2)cc1)C(=O)NCCO | 0% | 20% | 0% | -9% | -2% | -2% | -7% | 20% | 14% | -13% | 2
CC(C)[C@H]1C=C(C(=O)O)O[C@@H](OCc2ccc(CO)cc2)C1 | -1% | 0% | 4% | · | -2% | -6% | -8% | 4% | 0% | -2% | -5
Oc1cccc(Nc2nc(-c3ccccc3Cl)nc3ccccc23)c1 | · | 8% | -8% | ? | 4% | -2% | -55% | -3% | -2% | -12% | 2
CCn1c2ccccc2c2cc(/C=N/NC(=O)c3ccc(O)cc3)ccc21 | -3% | -2% | -8% | ? | 6% | 0% | -84%[inhibitor] | -9% | ? | -19% | 12
CN(CC(=O)Nc1cccc(F)c1)C(=O)c1ccc(S(=O)(=O)N2CCCC2)cc1 | · | · | -1% | · | -5% | -1% | -4% | -2% | 0% | · | -1
CCOC(=O)C1=C(C)N(CCCC(=O)O)C(=O)NC1c1ccc([N+](=O)[O-])cc1 (centres undefined) | 0% | -1% | 0% | 3% | -3% | -1% | 5% | -2% | -2% | -24% | 5
Cc1cc(C)c2oc(=O)cc(CN3CCCCC3)c2c1 | · | -18% | 6% | -21% | -1% | 1% | 1% | -2% | -1% | 0% | 37[activator]
CC1CCN(S(=O)(=O)N2CCCC(C(=O)NCc3ccccc3Cl)C2)CC1 (centres undefined) | -10% | 3% | -1% | -2% | -4% | 2% | 1% | -21% | 0% | -6% | -15
COc1ccc(C(=O)Nc2c(C)cc(C)cc2C)cc1OC | ? | 1% | 0% | -17% | 0% | -1% | -38% | 11% | -2% | -5% | 3
O=C(/C=C/c1ccccc1)NC(=S)Nc1ccc2c3c(cccc13)CC2 | 4% | -40% | 14% | ? | 3% | 2% | -28% | -8% | 1% | -1% | 8
O=S(=O)(c1ccc(Cl)cc1)N1CCN2CCCC2C1 (centres undefined) | -5% | -25% | 1% | -5% | 3% | 0% | 15% | 7% | 3% | 2% | -6
Cc1ccc(C)c(NC(=O)CCC(=O)N2CCOc3ccccc32)c1 | -20% | 16% | 1% | 15% | 1% | 3% | 29% | 1% | -1% | 4% | 4
NC(=O)c1c(NC(=O)Cn2cnc([N+](=O)[O-])n2)sc2c1CCCC2 | -1% | 20% | -4% | · | -4% | 3% | -1% | -5% | 2% | 8% | 3
O=C(NCCOc1ccc2ccccc2c1)c1cncc(Br)c1 | -1% | 0% | 0% | · | 1% | 1% | -19% | -4% | -5% | 5% | 21

Individual results from above:
Result of Cc1ccc(S[C@@H](CCN2CC[C@H](C)CCC2=O)c2ccccc2)cc1 in p53 reactivation: 7%
Result of O=C(NCCOc1ccc2ccccc2c1)c1cncc(Br)c1 in ELG1 genotoxic: 0%

Compound activity: PubChem BioAssay, National Center for Advancing Translational Sciences (NCATS)

These rows are one share of the data (hit frequency here may not be typical).
